Assay outcomes: PubChem, several laboratories
NadD inh: NadD (S. aureus) enzyme inhibition. purified NadD enzyme, colorimetric absorbance read-out. inhibition, % at 20 µM. 360,000 compounds, 0.78% hits; in the data active means inhibition above about 26%; further: some compounds past the cut are filed as inactive
Rpn11 block: blocks the human proteasome subunit Rpn11; O00487; human 26S proteasome, Ub4-pepOG fluorescence polarization; 20S core pre-blocked with epoxomicin; calls only at 20 µM; 360,000 compounds, 0.59% hits; AID 588493;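 active means inhibition at 20 µM, scaled to each plate's controls, above about 33%, limit read from the data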
Target sequence (O00487 whole entry, looked up): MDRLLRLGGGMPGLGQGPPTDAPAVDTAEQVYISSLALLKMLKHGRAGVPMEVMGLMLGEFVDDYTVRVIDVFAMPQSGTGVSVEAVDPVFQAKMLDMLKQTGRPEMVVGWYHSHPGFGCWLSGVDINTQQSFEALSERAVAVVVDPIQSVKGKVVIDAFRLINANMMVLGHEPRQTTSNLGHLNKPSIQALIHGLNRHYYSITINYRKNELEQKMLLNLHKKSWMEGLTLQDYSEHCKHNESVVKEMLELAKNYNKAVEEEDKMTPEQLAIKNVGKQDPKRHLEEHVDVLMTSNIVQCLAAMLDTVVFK
DNMT1 inh: blocks human DNA methyltransferase DNMT1; inhibition (reported as % activation of signal), % at 10 µM; P26358; DNMT1 molecular beacon, Hinp1I cleavage, fluorescence; 360,000 compounds, 0.83% hits; AID 588458; in the data active means inhibition above about 50%
MLLE-PAM2 inh: inhibitors of microRNA-mediated deadenylation, human PABP1 MLLE binding | GST-MLLE / FITC-PAM2 fluorescence polarization | P11940 | 360,000 compounds, 0.36% hits | inhibition, % at 20 µM; in the data active means inhibition above about 35%, passing the limit was not always enough;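 further: plate controls were DMSO wells with GST-MLLE for no effect and wells lacking GST-MLLE protein for full effect; some results filed as inactive read as strong as hits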
Tb MetRS inh: Trypanosoma brucei MetRS inhibition. purified T. brucei MetRS, ATP depletion, Kinase-Glo luminescence. inhibition, % at 11.9 µM. 360,000 compounds, 0.4% hits. AID 624268;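 active means inhibition above a per-plate cutoff of the control wells' mean inhibition plus 3 SD, cut at about 5.5% in these data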;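 further: 0% = DMSO wells median and 100% = median of wells with control inhibitor compound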
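Material: parasite MetRS enzyme / Replication: singlicate, one well per compound / Signal: luminescence of leftover ATP / Schedule: 2 h aminoacylation at 25 °C after 15 min preincubation / Medium: HEPES-MgCl2-KCl buffer plus DTT, spermine, BSA, pyrophosphatase / Doses: 11.9 µM single point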
CSN deneddyl inh: CSN deneddylation inhibition; Q92905; Purified CSN, SCF-Nedd8-OG deneddylation, fluorescence polarization; inhibition, % at 12.5 µM; 360,000 compounds, 0.38% hits;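 active means pattern-corrected inhibition above about 35%, with an unprinted fluorescence ratio check between 0.5 and 1.5, limit read from the data, passing the limit was not always enough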;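 further: 0% = enzyme with substrate and 100% = substrate without enzyme; some results filed as inactive read as strong as hits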
Target sequence (Q92905 whole entry, looked up, one chain of several): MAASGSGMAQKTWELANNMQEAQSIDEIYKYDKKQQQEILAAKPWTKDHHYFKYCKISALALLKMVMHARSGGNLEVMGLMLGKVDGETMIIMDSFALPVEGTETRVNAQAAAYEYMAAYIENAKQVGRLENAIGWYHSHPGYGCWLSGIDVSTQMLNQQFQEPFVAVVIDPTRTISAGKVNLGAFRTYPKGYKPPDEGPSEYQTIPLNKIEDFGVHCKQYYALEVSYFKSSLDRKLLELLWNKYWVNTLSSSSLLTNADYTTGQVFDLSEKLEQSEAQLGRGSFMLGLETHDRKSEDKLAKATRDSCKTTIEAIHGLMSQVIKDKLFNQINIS
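Schedule: reaction 90 min, room temperature / Assay system: HEK293T-derived human Csn5 enzyme / Input: Csn5 at 0.24 nM final / Measure: inhibition of Csn5 cleavage, % / Control set: substrate-only high control, full reaction low control / Technique: fluorescence polarization of the substrate / Buffer or medium: Tris/NaCl/DTT buffer, pH 7.5 / Reagent: SCFSkp2-Nedd8OG substrate at 10 nM final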
STEP inh: inhibitors of human striatal-enriched phosphatase STEP. recombinant STEP, OMFP fluorogenic substrate, fluorescence. inhibition, % at 20 µM. 360,000 compounds, 0.25% hits;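 active means inhibition at 20 µM, scaled per plate between control wells, above about 37%, limit read from the data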;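 further: 0% = DMSO with enzyme and substrate and 100% = substrate only without enzyme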
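Measure: Control-normalized % inhibition with plate pattern correction | Test system: STEP phosphatase, cell-free reaction | Medium: pH 6.0 Bis-Tris with DTT and Tween 20 | Technique: Fluorescence, 480/540 nm | Times: Reaction 20 min, ambient temperature | Doses: Single compound dose of 20 µM, 1% DMSO final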
Scp-1 inhibitor: inhibitors of human Scp-1 phosphatase; Q9GZU7; Recombinant Scp1, phosphopeptide, malachite green phosphate absorbance; 340,000 compounds, 0.88% hits; AID 493091; inhibition, % at 20 µM;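 active means inhibition above about 50% at 20 µM, limit read from the data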;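 further: plate controls were DMSO wells with enzyme for no effect and wells lacking enzyme for full effect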
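Assay system: SCP-1 catalytic fragment, aa 76-261 | Buffer or medium: Tris acetate buffer pH 5.5 with MgCl2 and Tween-20 | Compound: One concentration, 20 µM, with 1.0% DMSO | Also added: Phospho 17-mer peptide substrate | Signal: Absorbance at 630 nm | Incubation: 45 min enzyme reaction at room temperature | Measure: % inhibition of SCP-1 phosphate liberation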
LMPTP block: LMPTP (human) inhibition | inhibition, % at 20 µM | recombinant LMPTP-A, OMFP fluorogenic substrate, fluorescence intensity | 360,000 compounds, 0.22% hits;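 active means compounds that cut the enzyme signal by at least half of the control window in the single-dose screen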;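 further: plate controls were DMSO wells with enzyme plus substrate for no effect and substrate without enzyme for full effect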
Target sequence (P24666 whole entry, looked up): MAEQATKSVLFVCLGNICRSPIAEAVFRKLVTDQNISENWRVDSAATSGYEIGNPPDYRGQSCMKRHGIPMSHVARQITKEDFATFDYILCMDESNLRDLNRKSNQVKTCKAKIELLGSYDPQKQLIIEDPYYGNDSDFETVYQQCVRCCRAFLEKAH
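Assay system: LMPTP-A, protein tyrosine phosphatase of low molecular weight / Medium: pH 6.0 Bis-Tris buffer with DTT and Triton X-100 / Schedule: 50 min enzyme reaction at room temperature, protected from light / Measured by: endpoint fluorescence intensity from OMFP dephosphorylation / Read-out basis: % inhibition relative to no-enzyme and uninhibited control wells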
SUMO1-SIM PPI: SUMO1-SIM interaction modulation; P63165; SUMO1 binding to a labelled peptide, TR-FRET, 1 h; inhibition, % at 20 µM; 360,000 compounds, 0.33% hits; in the data active means inhibition above about 37%
Target sequence (P63165 whole entry, looked up): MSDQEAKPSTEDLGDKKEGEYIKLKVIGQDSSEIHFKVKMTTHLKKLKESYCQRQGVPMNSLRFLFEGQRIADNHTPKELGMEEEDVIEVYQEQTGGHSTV
* = called active by the depositor; i = inactive; · = no result given.

SMILES	NadD inh	Rpn11 block	DNMT1 inh	MLLE-PAM2 inh	Tb MetRS inh	CSN deneddyl inh	STEP inh	Scp-1 inhibitor	LMPTP block	SUMO1-SIM PPI
CCOC(=O)C1=C(c2ccccc2)OC(N)=C(C#N)C1c1ccc(Br)s1 (stereo not drawn)	6	i	2	-24	-0.1	3	-2	-10	2.0	-4
O=C(CSc1ccc(F)cc1)N1CCC(c2nc3ccccc3s2)CC1	4	i	-4	13	-0.6	3	-2	-14	1.1	-6
CCOc1cc2[nH]c(=O)n(Cc3ccc(C(=O)NCCCN4CCC(C)CC4)cc3)c(=O)c2cc1OCC	-4	i	4	-14	1.2	-2	0	-7	1.4	7
CCOc1ccc(-c2nnc3ccc(SCC(=O)N4CCN(c5ccccc5)CC4)nn23)cc1	-3	i	0	1	-1.0	-7	-4	0	-1.1	-4
O=C(CNC(=S)NC(=O)c1ccc(Br)o1)c1ccccc1	-2	i	-1	25	-0.6	-3	-11	35	-0.8	-1
COC(=O)c1ccc(NC(=O)CC2C(=O)N(c3ccc(C)cc3)C(=O)N2CC(C)C)cc1 (stereo not drawn)	2	i	-9	8	-0.7	-1	-5	-6	-0.4	5
Cc1cc(C)n(CCCNC(=O)C2CC(=O)N(Cc3ccccc3)C2)n1 (stereo not drawn)	1	i	-5	11	-0.4	-2	-2	-3	-4.1	-2
CCC(C(=O)c1ccc(O)cc1)c1ccccc1 (stereo not drawn)	-9	i	-5	-1	-2.2	4	-1	-10	-1.0	4
O=C(c1cc2ccccc2[nH]1)N1CCOCC1	-7	i	-1	4	-0.1	2	1	-4	-0.1	-1
CC(C)CNC(=O)C1(C)CCCN1C(=O)c1cncc(Br)c1 (stereo not drawn)	2	i	3	6	-0.4	2	-2	·	-1.1	0
Cc1ccccc1NC(=O)c1cccc(NC(=O)CCC(=O)O)c1	7	i	0	13	0.4	0	-2	-3	-0.5	1
CCOC(=O)C1(C)CCN1C(=O)c1ccc(OC)cc1OC (stereo not drawn)	6	i	3	-7	-0.2	-1	-2	·	-1.0	-2

Two successive entries from above:
SMILES	NadD inh	Rpn11 block	DNMT1 inh	MLLE-PAM2 inh	Tb MetRS inh	CSN deneddyl inh	STEP inh	Scp-1 inhibitor	LMPTP block	SUMO1-SIM PPI
Cc1ccccc1NC(=O)c1cccc(NC(=O)CCC(=O)O)c1	7	i	0	13	0.4	0	-2	-3	-0.5	1
CCOC(=O)C1(C)CCN1C(=O)c1ccc(OC)cc1OC (stereo not drawn)	6	i	3	-7	-0.2	-1	-2	·	-1.0	-2

The results go on.
SMILES	NadD inh	Rpn11 block	DNMT1 inh	MLLE-PAM2 inh	Tb MetRS inh	CSN deneddyl inh	STEP inh	Scp-1 inhibitor	LMPTP block	SUMO1-SIM PPI
CCOC(=O)c1ccc(N2C(=O)CC(N3CCC(Nc4ccc(F)cc4)CC3)C2=O)cc1 (stereo not drawn)	6	i	-8	-12	-0.5	3	4	-10	-1.6	2
CCOc1ccccc1N(CC(=O)NC(C)(C)C)C(=O)c1ccc(CN2CCOCC2)o1	-1	i	-5	-29	-1.5	2	-4	16	-1.0	0
S=C1NCCOCCOCCOCCOCCNC(=S)NCCOCCOCCOCCOCCN1	-6	i	1	-61	-1.0	4	1	0	-0.8	0
CCOc1ccc(-c2nnc(SCC(=O)NC3CC3)o2)cc1	-2	i	2	-10	-0.1	-2	4	-2	-0.6	2
C/C(CCc1ccco1)=N\NC(=O)CNc1cccc2ccccc12	21	i	-38	0	0.1	9	-3	-3	0.2	7
O=C(NCCO)c1cc2c([nH]c3ccccc32)c(-c2ccc(F)cc2)n1	-6	i	1	-7	-1.5	4	-1	-3	0.7	6
Cc1ccccc1-c1nnc(SCC(=O)NC2CCCC2)o1	-4	i	1	8	-0.2	7	-1	-7	0.0	2
C=CCNC(=O)Cn1nc(-c2ccccc2)ccc1=O	4	i	0	-19	-0.9	1	-4	-5	0.2	-5
Cc1cc(SCc2cccc([N+](=O)[O-])c2)nc(=O)[nH]1	-4	i	5	14	0.5	0	3	0	1.1	-30
O=C(CNc1ccc(F)cc1)N/N=C/C1CC=CCC1 (stereo not drawn)	-1	i	-5	-13	-0.4	-13	1	-6	0.6	-1
CC(C)Cc1c(O)nc(SCCN2CCOCC2)[nH]c1=O	-1	i	2	18	-0.3	3	1	-7	-1.7	1
CC(C)Cc1nc2oc3c(NCc4cccnc4)ncnc3c2c2c1CCC2	7	i	22	1	-0.2	0	0	-9	0.3	-2
O=[N+]([O-])c1ccc(Cl)c(S(=O)(=O)NCCc2ccccn2)c1	2	i	-2	1	-0.3	-2	-3	-4	-1.5	-30
CCc1nc(Nc2ccc(OC)cc2OC)c2oc3ccccc3c2n1	-3	i	7	-6	-0.5	-3	-1	16	0.1	25
CC(C)C(=O)NC(=S)Nc1sc2c(c1C(N)=O)CCCC2	1	i	-7	17	0.7	-7	6	24	1.5	4
S=c1[nH]nc(Cn2cnc3ccccc32)n1-c1ccccc1Cl	1	i	4	-40	0.7	0	3	6	-2.5	4
O=[N+]([O-])c1cccc(CSc2nnc3ccccn23)c1	-8	i	0	-13	-1.1	-7	-1	-6	0.1	-18
CC(C)CCn1c(N2CCc3ccccc3C2)nc2c1c(=O)[nH]c(=O)n2C	3	i	-3	6	-0.2	-1	0	-3	-3.2	2
CC1CCN(CCCOc2ccc(Br)cc2Cl)CC1	-10	i	3	-11	4.0	-3	0	-5	-2.2	5
CN(C(=O)CC1C(=O)NCCN1Cc1c(F)cccc1Cl)C1CCOCC1 (stereo not drawn)	0	i	-7	7	-0.5	4	-3	-3	-0.9	-2
CC(NC(=O)c1cc(=O)[nH]c2ccccc12)c1ccc(F)cc1F (stereo not drawn)	4	i	2	-33	-1.2	5	-2	2	-0.6	4
CC(C)(C)c1ccc(C(O)c2ncc(-c3ccc4ccccc4c3)[nH]2)cc1 (stereo not drawn)	27	i	-25	-12	-0.3	0	3	·	2.9	-7
Cc1c(Cl)cccc1NC(=S)NC(=O)CCN1C(=O)c2ccccc2C1=O	5	i	1	27	1.0	-9	0	-5	-0.4	1
O=C(CNS(=O)(=O)c1ccc(Br)s1)Nc1ccc2c(c1)OCCO2	-6	i	-1	-3	0.0	-3	-7	-4	0.8	3

Ordered by value in MLLE-PAM2 inh (lowest first): some entries from above.
| structure | MLLE-PAM2 inh |
| --- | --- |
| C=CCNC(=O)Cn1nc(-c2ccccc2)ccc1=O | -19 |
| CCOc1ccc(-c2nnc3ccc(SCC(=O)N4CCN(c5ccccc5)CC4)nn23)cc1 | 1 |
| Cc1cc(SCc2cccc([N+](=O)[O-])c2)nc(=O)[nH]1 | 14 |
| CC(C)C(=O)NC(=S)Nc1sc2c(c1C(N)=O)CCCC2 | 17 |
| CC(C)Cc1c(O)nc(SCCN2CCOCC2)[nH]c1=O | 18 |
| O=C(CNC(=S)NC(=O)c1ccc(Br)o1)c1ccccc1 | 25 |

The listing continues.
SMILES	NadD inh	Rpn11 block	DNMT1 inh	MLLE-PAM2 inh	Tb MetRS inh	CSN deneddyl inh	STEP inh	Scp-1 inhibitor	LMPTP block	SUMO1-SIM PPI
O=C1CCc2cc(S(=O)(=O)N3CCN(c4ccc(F)cc4)CC3)cc3c2N1CC3	-2	i	3	0	-0.5	3	-1	-1	0.2	-1
O=c1cc(Nc2cccc(Br)c2)[nH]c(=O)[nH]1	-1	i	-2	10	-0.5	-9	2	-5	4.7	5
COc1ccc(N2C(=O)CC(Cc3ccccc3OC)C2=O)cc1 (stereo not drawn)	-5	i	1	-5	-0.1	-3	-2	-16	0.6	-1
COc1ccccc1NC(=O)C(C)OC(=O)Cc1ccsc1 (stereo not drawn)	-7	i	-2	11	-0.3	2	-1	-4	-0.3	-1
Cc1ccc(-c2cc(Cc3ccc(N(C)C)cc3)c(=O)[nH]n2)cc1	4	i	-2	0	-0.4	3	4	3	1.1	-11
O=C(O)C1CC(=O)N(CCc2c[nH]c3ccccc23)C1 (stereo not drawn)	-2	i	3	-4	-0.1	2	-1	-1	-0.8	2
COc1ccc(S(=O)(=O)N2CCC(NC(=O)c3cccc(F)c3)CC2)cc1	-5	i	2	9	-0.2	1	-2	-4	-1.1	4
Cc1ccc2nc(N=C(N)N)nc(C)c2c1	-8	i	3	-9	-0.8	-2	2	-5	1.4	-3
COc1ccc(Br)c(C(=O)OCC(=O)N2CCc3ccccc32)c1	-5	i	-5	1	-0.2	0	1	-13	3.6	8
CC[N+](C)(CC)CC(O)COCC1COc2ccccc2O1 (stereo not drawn)	4	i	3	-139	-0.3	-1	-1	44	-1.3	2
O=C(NCc1nnc2c(C(F)(F)F)cc(Cl)cn12)C1CCCC1	-3	i	1	1	-0.2	5	0	-4	-0.8	-7
O=C1CC(c2ccc(F)cc2)CC(O)=C1C1NCCc2ccccc21 (stereo not drawn)	7	i	-1	9	-0.2	-1	-1	-4	0.7	-3
Cc1ccc(/C=N/NC(=O)C(C)NC(=O)c2ccccc2)cc1 (stereo not drawn)	-6	i	1	-2	-1.0	-11	-2	-5	-0.1	-4
CN(CC(=O)Nc1ccc2c(c1)OCO2)CC(=O)Nc1ccc(F)c(F)c1F	-5	i	-4	-5	-0.1	2	-4	-9	0.0	4
Cc1cc(S(=O)(=O)N2CCCc3ccccc32)ccc1-n1cnnn1	-3	i	0	4	0.0	0	-2	-7	1.0	7
COc1ccccc1NC(=O)COc1ccc(C(=O)NCc2ccccc2)cc1OC	-9	i	-5	-12	0.1	-1	0	-9	2.9	6
COCCOCCn1c(CCCO)nc2ccccc21	-3	i	2	-12	-1.1	5	-2	-4	1.7	0
CCN(CC)C(=O)c1ccc2sc([C@@H]3O[C@H](CO)[C@H](O)[C@H](O)[C@H]3O)nc2c1	-3	i	3	7	-0.5	5	-1	·	1.5	5
CCOC(=O)c1ccc(N2N=C(C)/C(=C/C=C/c3ccco3)C2=O)cc1	3	i	3	5	0.0	17	-1	-15	1.6	-5
CN(C)S(=O)(=O)c1ccc(N2CCOCC2)c(C(=O)NCc2ccc3c(c2)OCO3)c1	-4	i	7	3	-0.3	-7	1	-3	1.1	1
COc1ccc(OCC(=O)NCCc2ccc(S(N)(=O)=O)cc2)cc1	-7	i	4	-5	0.3	0	0	-25	0.0	-2
